Bioassay records deposited in PubChem BioAssay by Sanford-Burnham Center for Chemical Genomics.
EBI2 block: antagonists of human EBI2 receptor. EBI2 beta-arrestin recruitment, luminescence, 7a,25-OHC stimulated. inhibition, % at 5 µM. hit rate 0.81% among 360,000. AID 651636; in the data active = inhibition above about 38%;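 note: enzyme fragment complementation signal reports receptor beta-arrestin coupling in cells; 0% = agonist plus DMSO wells and 100% = wells without agonist; some results beyond the cut were filed as inactive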
Target sequence (P32249 whole entry, looked up, the tested form may be a part): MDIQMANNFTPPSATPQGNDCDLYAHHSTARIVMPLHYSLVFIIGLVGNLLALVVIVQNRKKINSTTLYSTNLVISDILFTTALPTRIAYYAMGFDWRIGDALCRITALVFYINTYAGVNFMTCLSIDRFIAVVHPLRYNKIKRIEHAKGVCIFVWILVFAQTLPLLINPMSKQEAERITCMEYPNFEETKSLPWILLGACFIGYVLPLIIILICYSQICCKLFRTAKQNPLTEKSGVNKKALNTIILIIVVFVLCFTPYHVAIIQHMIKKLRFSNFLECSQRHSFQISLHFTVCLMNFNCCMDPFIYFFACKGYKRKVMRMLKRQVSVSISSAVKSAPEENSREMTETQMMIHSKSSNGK
CXCR6 block: blocks human CXCR6 beta-arrestin recruitment; O00574; hit rate 0.36% among 360,000; inhibition, % at 20 µM; CHO-K1 PathHunter CXCR6 beta-arrestin, luminescence; in the data active = inhibition above about 34%, passing the limit was not always enough;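 note: antagonist mode with CXCL16 agonist at 10 nM final; 0% = 10 nM CXCL16 with DMSO and 100% = unstimulated wells without agonist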
Target sequence (O00574 whole entry, looked up): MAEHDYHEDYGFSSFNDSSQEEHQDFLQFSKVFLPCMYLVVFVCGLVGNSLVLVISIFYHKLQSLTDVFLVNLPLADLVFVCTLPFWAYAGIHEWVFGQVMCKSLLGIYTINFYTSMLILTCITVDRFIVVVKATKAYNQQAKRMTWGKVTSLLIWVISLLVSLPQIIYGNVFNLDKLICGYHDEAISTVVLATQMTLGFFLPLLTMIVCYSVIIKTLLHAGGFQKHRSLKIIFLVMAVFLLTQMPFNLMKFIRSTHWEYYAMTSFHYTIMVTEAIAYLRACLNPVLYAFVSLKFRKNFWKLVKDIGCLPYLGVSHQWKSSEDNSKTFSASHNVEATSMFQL
CCR6 antagonist: antagonists of human CCR6 receptor | P51684 | CHO-K1 CCR6 PathHunter beta-arrestin, luminescence, CCL20-stimulated | inhibition, % at 20 µM | hit rate 0.49% among 340,000 | AID 493098;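 active = compounds whose inhibition of the agonist-driven luminescence signal at 20 µM reaches about 50%, limit read from the data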;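 note: cells stimulated with CCL20 at 14 nM final; plate controls were DMSO with CCL20 for no effect and DMSO without agonist for full effect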
Target sequence (P51684 whole entry, looked up): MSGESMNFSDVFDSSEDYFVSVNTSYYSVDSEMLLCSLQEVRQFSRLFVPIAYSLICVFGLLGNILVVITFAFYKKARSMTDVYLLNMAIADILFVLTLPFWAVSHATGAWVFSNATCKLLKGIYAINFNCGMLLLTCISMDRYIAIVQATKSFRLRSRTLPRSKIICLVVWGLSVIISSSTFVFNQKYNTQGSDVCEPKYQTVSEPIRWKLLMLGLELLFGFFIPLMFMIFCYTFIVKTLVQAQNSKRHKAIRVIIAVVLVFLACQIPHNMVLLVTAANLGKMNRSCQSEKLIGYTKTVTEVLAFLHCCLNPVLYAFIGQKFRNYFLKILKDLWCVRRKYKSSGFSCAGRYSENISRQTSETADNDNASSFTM
The depositor's hits bear a star; & = joins results of further samples. These rows are one share of the data. The share of hits here may be higher or lower than overall.

SMILES	EBI2 block	CXCR6 block	CCR6 antagonist
COc1ccc(Cn2nnnc2C(c2ccccc2Cl)N2CCN(C3CCCC3)CC2)cc1 (configuration not stated)	13.2	5.7	21.7
Cc1ccc(S(=O)(=O)Nc2ccc3cc([N+](=O)[O-])ccc3c2[N+](=O)[O-])cc1	13.0	19.0	44.1
CCOc1cc(/C=C(\C#N)C(=O)Nc2ccccc2C(=O)O)ccc1OC(=O)c1ccc(C)cc1	-13.0	-3.1	6.2
NCCN1CCN(CCN)CC1	-7.6	-5.6	9.5
COc1cc([N+](=O)[O-])c2nc(C(=O)O)ccc2c1	6.6	-3.4	0.7
COc1ccc(-c2cc(=O)c3c(O)c(OC)c(OC)c(OC)c3o2)cc1	3.8	-6.7	5.5
CC(C)CC(=O)NC(=S)Nc1cccc2nsnc12	-4.0	-10.5	7.4
CCC(C)c1c(N)n(S(=O)(=O)c2ccc(C)cc2)oc1=O (configuration not stated)	11.4	6.6	17.0
O=S1c2ccccc2Oc2ccccc21	-21.5	1.7	3.8
O=C(Nc1ccn(CCCNCc2ccc3[nH]ccc3c2)c(=O)n1)OCc1ccccc1	-3.5	3.1	22.4
CC(C)(C)OC(=O)N(CCc1ccccc1)Cc1ccc(OCc2cccc(NC(=O)C3CC3)c2)cc1	9.6	0.8	5.5
COc1cc(/C=C2\CCC(C)C3=C(c4cc(OC)c(OC)c(OC)c4)C(C#N)=C(N)OC32)cc(OC)c1OC (configuration not stated)	45.0*	3.2	17.2
NC1=NC(=O)/C(=C/c2ccccc2OS(=O)(=O)c2ccc3ccccc3c2)S1	-5.0	-7.9	-1.0
CC(C)C[C@@H](CN)NC(=O)c1nc[nH]c1C(=O)N[C@@H](CC(=O)O)C(=O)CNC[C@H](C)NC(=O)c1nc[nH]c1C(=O)N[C@@H](CC(=O)O)C(=O)O	-2.3	7.2	8.4
Cn1c(SSc2ccc(-c3cccnc3)n2C)ccc1-c1cccnc1	23.5	13.6	30.6
Nc1c(Br)cc(Br)c2c1-c1ccc([N+](=O)[O-])cc1C2	-6.6	6.7	4.2
CCOC(=O)c1oc2cc(O)cc(C)c2c1C	-0.4	-1.1	-4.2
Cc1cc2c(cc(C(=O)OC(C)C(=O)NCc3ccccc3)n2C)o1 (configuration not stated)	3.3	7.5	3.2
O=C(Cn1cc(COc2ccc(C(=O)c3ccccc3)cc2)nn1)c1ccc(O)cc1	-0.9	16.1	21.4
O=C(Cn1ccc(=O)[nH]c1=O)Nc1ccc(O)c([N+](=O)[O-])c1	-9.6	9.0	17.6
COc1ccc(NS(=O)(=O)c2ccc(C)c(C(=O)N3CCN(Cc4cc(OC)ccc4OC)CC3)c2)cc1	5.2	8.8	11.8
CCOC(=O)c1c(CN2CCNCC2)nc2ccc(Cl)cc2c1-c1ccccc1	1.5	-5.9	22.3
Cc1coc2c(O)cc3c(c12)OC1(N2CCCCC2)C(=O)NCCCC31 (configuration not stated)	9.3	-4.5	14.2
CCCCn1c(N)c(N(CCOC)C(=O)CC(NC(=O)c2ccccc2Cl)c2ccccc2)c(=O)[nH]c1=O (configuration not stated)	-9.0	4.8	0.4
Cn1ncc2c(Nc3ccc([N+](=O)[O-])cc3)nc(Cl)nc21	9.2	-0.3	-1.7
Oc1c(Br)cc(Br)c2cccnc12	14.1	31.0	56.5*
Nc1nc2cc(Br)ccc2o1	-8.5	-4.3	-1.3
O=C(O)c1c[nH]c2c([N+](=O)[O-])cccc2c1=O	-1.3	0.6	1.3
Cc1ccn2cc(-c3cc4ccccc4oc3=O)nc2c1	2.3	-3.7	0.5
c1ccc(CCCNCCCn2cnc3c(OCc4ccccc4)ncnc32)cc1	4.3	4.7	12.8
C[C@@H]1ON(C)[C@H]2C[C@H]3c4cc(-c5cccc(F)c5)ccc4CCN3C(=O)[C@@H]12	-5.6	-3.2	5.5
CCS(=O)(=O)c1ccc(C=NNc2nc3ccccc3o2)cc1	0.7	2.2	10.0
Cc1[nH]c(=O)nc(NN=Cc2ccc(Cl)cc2)c1C(=O)Nc1ccc(Cl)cc1	4.7	-11.0	-5.4
COc1ccc(CN(C)C(=O)c2cccc(S(=O)(=O)N3CCCc4ccccc43)c2)c(OC)c1OC	8.7	4.0	21.9
O=C1c2ccccc2C(Nc2ccccc2)N1c1ccc(Cl)cn1 (configuration not stated)	4.1	2.9	8.5
Cc1[nH]n(-c2ccccc2)c(=O)c1/C=C1/C=c2ccccc2=N1	11.1	15.3	27.7
COc1cc(SC#N)ccc1N=Cc1c(C)[nH]n(-c2ccc(C)cc2)c1=O	22.5	-2.0	-9.6
CSCCC(NS(=O)(=O)c1ccc(C)cc1)C(=O)N(C)CC(=O)Nc1ccccc1Br (configuration not stated)	3.6	6.9	7.7
CC1CCN(C(=O)CCCl)c2ccccc21 (configuration not stated)	9.4	-7.0	-0.1
O=C1c2ccccc2C(=O)N1OS(=O)(=O)c1ccc(F)cc1	-6.0	58.0*	70.0*
Nc1ccccc1NC1CCCCC1	14.8	12.8	19.6
C[C@H](O)[C@@H]1C(=O)N2CCc3ccc(-c4ccccc4)cc3[C@@H]2C[C@@H]1N(C)C(=O)Nc1cc(Cl)cc(Cl)c1	5.1	1.3	8.9
CCOc1ccccc1OCCCC(=O)N1CCN(S(=O)(=O)c2cc(F)ccc2F)CC1	7.1	-1.1	16.0
COC(=O)c1ccc2c(c1C(=O)OC)CN(S(=O)(=O)C(C)(C)C)[C@@H]2CCO	-8.8	-11.0	-2.4
CN1OC[C@@H]2CN(S(=O)(=O)c3ccccc3)[C@H](c3cccc(Br)c3)C[C@@H]21	-2.1	0.0	7.8
CCCCn1c(-c2ccc(Cl)cc2)nc2c(=O)n(C)c(=O)[nH]c21	-18.7	-7.0	2.6
CC(C#N)(CCc1ccccn1)CCc1ccccn1	-6.2	-5.0	6.2
Cc1ccc([N+](=O)[O-])cc1-c1ccc(/C=C(\C#N)c2[nH]nc(N)c2C#N)o1	6.8	14.7	12.5
CCCCCOc1ccc(Br)cc1CSC(=N)N	-10.4	-11.5	34.9
Cc1ccccc1OCC(=O)Nc1cccc(C(=O)O)c1	-0.6	-0.8	4.3
Additional compounds follow:
SMILES	EBI2 block	CXCR6 block	CCR6 antagonist
Cc1nc(NC(=O)c2ccccc2)sc1-c1csc(Nc2ccc(C(=O)O)cc2)n1	-1.5	-1.1	8.8
CC1CC(C)CN(C(=O)C(C)N2CCN(S(=O)(=O)c3ccc(C(F)(F)F)cc3)CC2)C1 (configuration not stated)	4.3	1.2	13.1
COc1cc(-c2noc(C)c2C(=O)N[C@@H](CO)Cc2ccccc2)cc(OC)c1OC	-2.5	0.2	1.4
C=C(C)CNC(=S)N/N=C(\C)c1cccc(NC(C)=O)c1	4.1	6.4	9.4
COC(CN(C(=O)CCl)C(C(=O)NC1CCCCC1)c1ccc(C)cc1)OC (configuration not stated)	-21.6	-4.2	1.6
N=C(N1CCCc2ccccc21)N1CCCc2ccccc21	-1.0	7.9	9.5
CC(C)OC(=O)[C@H]1[C@H](c2ccc(Cl)cc2)[C@@](C#N)(C(N)=O)[C@@H]2C=CC(C(N)=O)=CN21	-6.0	-4.4	20.4
CCn1c(=N)c(C(=O)NC)cc2c(=O)n3cccc(C)c3nc21	-15.1	9.9	3.3
CC1Cc2ccccc2N1C(=O)CSc1nnc(Cc2ccccc2)n1CCc1ccccc1 (configuration not stated)	11.7	16.6	31.1
CCOC(=O)C(C(C)=O)c1nc(C)nc2c1nnn2Cc1ccccc1Cl (configuration not stated)	-1.8	11.2	29.1
Nc1ccc(S(=O)(=O)Nc2cnc3c(Cl)cccc3n2)cc1	1.4	-8.0	6.2
O=C(c1ccco1)N1CCN(C(=O)c2cc3c(=O)oc4ccccc4c3s2)CC1	80.5*	-0.5	-28.5
COc1ccc2o/c(=N\O)c(C(=O)Nc3ccc(C)cc3)cc2c1	0.0	-9.8	-17.9
O=C(NNC(=O)c1cccc2ccccc12)c1ccc(Cl)cc1Cl	-2.7	6.7	0.6
O=C(Nc1ccc(C(=O)N2CCCCC2)cc1)C1CCC1	-5.0	-3.6	-2.4
Nc1ccc(C(=O)NN2C(=O)[C@H](Cl)C2c2ccc(Cl)cc2)cc1 (some centres not stated)	-3.1	19.7	32.2
CC(=O)Nc1cccc(C(=O)N2CCN(S(=O)(=O)c3ccc(C4CCCCC4)cc3)CC2)c1	5.7	0.2	11.9
CCOC(=O)C1=NNC(=O)C1	0.9	-3.0	4.2
COc1cc(SC)ccc1C(=O)Nc1ccc2c(c1)OCO2	7.6	-0.7	15.8
O=C1OCC2=C1C(c1ccc(Cl)cc1)c1cc3c(cc1O2)OCO3 (configuration not stated)	12.2	8.6	17.8
CCCN1CCN(CCCNC(=O)c2cc3c(=O)n(C)c4ccccc4c3n2C)CC1	-4.4	-4.9	1.0
N#C/C(=C\c1cc2ccccc2nc1N1CCCCC1)C(N)=O	-3.6	-10.4	13.8
O=C(Nc1ccc(C(=O)N2CCOCC2)cc1)C1CCCC1	-8.9	-3.1	-0.3
C=CC(=O)Nc1cccc(Oc2ccnc(Nc3ccc(N4CCN(C)CC4)cc3)n2)c1	-7.1	1.1	3.8
CN1CCN(Cc2nc3ccccc3c(=O)n2Cc2nc(-c3ccc4ccccc4c3)cs2)CC1	-39.5&-51.7	6.4&0.7	18.7&27.8
COc1ccc(CNC(=O)CN2C(=O)c3ccccc3S2(=O)=O)cc1	-13.2	-2.1	7.1
Cc1ccc(S(=O)(=O)N(C)C)cc1NC(=S)NC12CC3CC(CC(C3)C1)C2	8.5	-3.6	19.4
N#Cc1nc(COc2ccc(Br)cc2)oc1N1CCN(Cc2ccccc2)CC1	43.1*	-0.4	15.1
CC1OC(c2ccccc2)OC2COC(c3ccccc3)OC12 (configuration not stated)	-4.8	0.7	3.4
COc1cc(/C=N/NC(=S)NCCc2ccccc2)cc(OC)c1OC	-3.9	3.1	6.3

Part of the list above, with values ahead of the structure:
EBI2 block | CXCR6 block | CCR6 antagonist | SMILES
8.5 | -3.6 | 19.4 | Cc1ccc(S(=O)(=O)N(C)C)cc1NC(=S)NC12CC3CC(CC(C3)C1)C2
-3.9 | 3.1 | 6.3 | COc1cc(/C=N/NC(=S)NCCc2ccccc2)cc(OC)c1OC

The listing continues.
SMILES	EBI2 block	CXCR6 block	CCR6 antagonist
CC(=O)Nc1cc2c3ccccc3ccc2c2ccccc12	-8.8	-7.8	1.2
CCN(C(=O)COC(=O)c1c(NC(C)=O)sc(C)c1C)c1c(N)n(Cc2ccccc2)c(=O)[nH]c1=O	-1.9	8.5	-0.5
CN(C(=O)c1ccc(NC(=O)Cc2cccc(NC(=O)C3CCN(C(=O)C4CCCCC4)CC3)c2)cc1)C1CC1	-15.3	-4.1	5.2
CC(=O)c1cccc(NC(=O)CSc2ccc(-c3cccnc3)nn2)c1	-13.3	-26.0	-7.3
O=Cc1ccc([B-](F)(F)F)s1	-6.4	1.0	22.1
O=C(N/N=C/c1sc2ccccc2c1O)c1cccc2ccccc12	-1.7	5.3	27.6
Brc1cnc(OCc2ccccc2)nc1OCc1ccccc1	-15.9	7.5	22.7
O=C(C=Cc1cccs1)c1ccc(Cl)s1	-0.2	4.3	20.3
COc1cc(/C=N/NC(=O)Nc2cccc3nsnc23)cc(OC)c1OC	-4.0	1.3	-19.0
CCCCCCc1c(O)nc(SCC(=O)O)[nH]c1=O	-7.0	-0.2	7.1
COC(=O)C1=C(C(=O)OC)[C@]2([C@H]3CC=CCN[C@@H](Cc4ccccc4)C(=O)N3Cc3ccccc3)C=C[C@H]1O2	4.3	10.2	11.6
O=[N+]([O-])c1ccccc1C=NNc1ccccc1	1.7	17.6	27.7
COc1cccc(CC(=NO)c2cccc(OC)c2)c1	12.1	7.2	6.9
Cc1ccccc1Oc1ccc2c(c1)[C@@H]1C[C@H]3[C@@H](C(=O)N1CC2)[C@H](C)ON3C	2.7	-7.8	6.5
CCOc1cc(/C=C2/COc3ccccc3C2=O)ccc1OCC(=O)N(C)C	-11.2	-3.4	7.6
Cn1c(/C=C(\C#N)C(N)=S)ccc1-c1ccc(Br)cc1	4.9	20.9	26.8
N#Cc1c(N)n(CCOC(=O)c2ccc(Cl)cc2)c2nc3ccccc3nc12	2.0	-7.5	-12.1
C=CCNC(=O)/C(C#N)=C\c1cc(Cl)c(O)c(OCC)c1	-13.5	11.9	19.9
C=CCn1c(NS(=O)(=O)c2ccccc2)c(S(=O)(=O)c2ccc(C)cc2)c2nc3ccccc3nc21	-15.6	-1.4	14.1
Cc1ccc(C=NNc2nc3c([nH]2)c(=O)n(C)c(=O)n3C)cc1	-6.3	-3.4	-7.7
COc1ccc(C(=O)OCCN2C(=O)c3ccccc3C2=O)cc1OC	-6.9	3.1	12.9
CN(C)c1nc(N(C)C)c2cnn(C)c2n1	-11.2	-0.4	1.3
CC(C)(C)OC(=O)N1CCC(C(=O)Nc2ccc(C(=O)NC3CC3)cc2)CC1	-6.7	-4.4	-4.9

Among those listed so far, these have fluorine.
SMILES	EBI2 block	CXCR6 block	CCR6 antagonist
C[C@@H]1ON(C)[C@H]2C[C@H]3c4cc(-c5cccc(F)c5)ccc4CCN3C(=O)[C@@H]12	-5.6	-3.2	5.5
O=C1c2ccccc2C(=O)N1OS(=O)(=O)c1ccc(F)cc1	-6.0	58.0*	70.0*
CCOc1ccccc1OCCCC(=O)N1CCN(S(=O)(=O)c2cc(F)ccc2F)CC1	7.1	-1.1	16.0
CC1CC(C)CN(C(=O)C(C)N2CCN(S(=O)(=O)c3ccc(C(F)(F)F)cc3)CC2)C1 (configuration not stated)	4.3	1.2	13.1
O=Cc1ccc([B-](F)(F)F)s1	-6.4	1.0	22.1
